GAA glycogen mod = qHTS Assay for Inhibitors and Activators of Human alpha-Glucosidase Cleavage of Glycogen; Lysosomal alpha-glucosidase (Homo sapiens), P10253; recombinant GAA, glycogen substrate, Amplex Red glucose oxidase fluorescence; Potency, µM (highest dose often 76.4 µM), for inactives: at the top dose activity change, negative = inhibition, actives largely listed as inhibitors; 300,000 tested, 0.38% active; AID 2100, 2009; active = well fitted inhibition curve with a large enough effect; inconclusive = small, poorly fitted or top-dose-only effect, or another doubt; inactive = no such curve, though single readings can be large or run the other way;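 note: 0% = full enzyme reaction and -100% = no-enzyme basal signal; the screen sought inhibitors and activators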
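Recombinant human alpha-glucosidase (4 nM final) hydrolysed bovine liver glycogen (30 ug) for 40 min at 37 C in pH 5.0 citrate/phosphate with 0.01% Tween-20. Released glucose detected by glucose oxidase/Amplex Red, Ex 573/Em 610 nm. Compounds up to 77 uM; AC50 from Hill fits.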
* = called active by the depositor; ? = inconclusive; [ ] = dose if it differs, or a comment. Potency is the fitted concentration of half-maximal effect. These rows are one share of the data; rates above refer to the full screens.

Start of the data: the first three entries (preview)
GAA glycogen mod	Structure
3%[76.3 µM]	CC(C)C[C@H](NC(=O)[C@H](Cc1ccccc1)n1c(=O)[nH]c2ccccc2c1=O)C(=O)N1CCC(C(=O)O)CC1
0%[76.3 µM]	O=[N+]([O-])c1ccc(S(=O)(=O)N2CCN=C2SCc2ccc(F)cc2)cc1
-3%[76.3 µM]	O=C(Nc1ccccn1)c1sc2cc([N+](=O)[O-])ccc2c1Cl

Main list, from the first entry:
GAA glycogen mod	Structure
3%[76.3 µM]	CC(C)C[C@H](NC(=O)[C@H](Cc1ccccc1)n1c(=O)[nH]c2ccccc2c1=O)C(=O)N1CCC(C(=O)O)CC1
0%[76.3 µM]	O=[N+]([O-])c1ccc(S(=O)(=O)N2CCN=C2SCc2ccc(F)cc2)cc1
-3%[76.3 µM]	O=C(Nc1ccccn1)c1sc2cc([N+](=O)[O-])ccc2c1Cl
-8%[76.3 µM]	CC(=O)c1cccc(Nc2nc(-c3ccccc3)nc3ccccc23)c1
-1%[76.3 µM]	C=CCOc1ccccc1CN1CCC(n2nccc2NC(=O)C2CC2)CC1
2%	O=C(C1CC1)N1CCN(c2ccc(O)cc2)CC1
3%	Cc1ncsc1C(=O)Nc1cccc(C(F)(F)F)c1
14%[76.3 µM]	COc1ccc(NC(=O)c2cc(-c3ccccc3)on2)cc1OC
-3%	COc1ccc(/C=C(/NC(=O)c2ccccc2)C(=O)N2CCC(C)CC2)cc1
-7%[76.3 µM]	O=C(NCc1ccc(Cl)cc1)c1ccc(NC(=O)C2CCCO2)cc1 (stereo not drawn)
3%	COCCCNC(=S)Nc1ccc2nc(N3CCOCC3)cc(C)c2c1
-8%[76.3 µM]	COc1ccc(NC(=O)COc2cc(O)c3c(c2)OC(C)(C)CC3=O)cc1
-1%	CCNC(=O)/C(C#N)=C/c1c(N2CCCCCC2)nc2c(C)cccn2c1=O
-9%[76.3 µM]	NS(=O)(=O)OCCCc1ccc(C(F)(F)F)cc1
-7%	COc1ccc(CN2CCCN(S(=O)(=O)c3ccc(Br)cc3)CC2)cc1
2%	CCOc1ccc(/C=N/n2c(C3CCCCC3)n[nH]c2=S)cc1
-3%	S=c1nc(NCc2ccc3c(c2)OCO3)c2ccccc2[nH]1
-8%[76.3 µM]	COc1ccc(S(=O)(=O)N2CCC(C(=O)Oc3cccc(C)c3)CC2)cc1OC
-5%[76.3 µM]	COc1cccc(OCC(=O)NNC(=O)c2ccc3ccccc3c2O)c1
-3%	Cc1c(C)n(CCc2ccccc2)c2ncnc(NCCCN(C)C)c12
-20%	CCc1ccc(NC(=O)CCNC(=O)Cn2ccc3ccccc3c2=O)cc1
1%[76.3 µM]	O=C(Nc1ccc(NC(=O)c2ccccc2F)cc1)c1ccccc1F
1%[76.3 µM]	Cc1ccc(-c2noc(CNC(=O)COc3ccccc3C)n2)cc1
1%[76.3 µM]	O=C1c2ccccc2C(=O)N1CCCn1ccnc1
16%[76.3 µM]	CC(C)CNC(=S)N(CCN(C)C)Cc1cc2cc3c(cc2[nH]c1=O)OCCO3
-1%	COC(=O)/C(C#N)=C/c1c(N2CCCCCC2)nc2ccccn2c1=O
-9%[76.3 µM]	O=C(NC1CCCC1)c1ccc(CS(=O)Cc2ccccc2Cl)o1 (stereo not drawn)
-4%[76.3 µM]	O=C(c1ccc(-c2ccccc2)cc1)N1CCN(c2ccccc2)CC1
3%[76.3 µM]	COc1cccc(NC(=O)CCC2CCN(C(=O)c3sccc3C)CC2)c1
4%[76.3 µM]	COc1cc(CNC(C)C)ccc1OCC(=O)Nc1cccc2ccccc12
-22%[76.3 µM]	CCc1ccc(NC(=O)C2CCN(S(=O)(=O)c3ccc4c(c3)CC(C)N4C(C)=O)CC2)cc1 (stereo not drawn)
2%[76.3 µM]	CC(C)c1ccc(OCC(=O)N2CCN(c3ccccn3)CC2)c(Br)c1
0%[76.3 µM]	O=C(Nc1nnc(CCc2ccccc2)s1)c1cccc(F)c1
3%[76.3 µM]	O=C(O)C1C2CCC(C2)C1C(=O)NCCc1cccc(Cl)c1 (stereo not drawn)
-11%[76.3 µM]	COc1ccc(NC(=S)N2CCC(NC(=O)c3ccc(F)cc3)CC2)cc1
-3%	CN1CCN(c2nc(-c3cccc([N+](=O)[O-])c3)nc3ccccc23)CC1

Rewritten with each value named: part of the list above
COc1cc(CNC(C)C)ccc1OCC(=O)Nc1cccc2ccccc12
  GAA glycogen mod: 4%[76.3 µM]

O=C(NC1CCCC1)c1ccc(CS(=O)Cc2ccccc2Cl)o1 (stereo not drawn)
  GAA glycogen mod: -9%[76.3 µM]

O=C(O)C1C2CCC(C2)C1C(=O)NCCc1cccc(Cl)c1 (stereo not drawn)
  GAA glycogen mod: 3%[76.3 µM]

The list continues:
GAA glycogen mod	Structure
3%[76.3 µM]	Cc1cc(C)n(S(=O)(=O)c2ccc(F)cc2)n1
-4%	COCCCn1c(SCC(=O)NC2CCCC2)nnc1-c1ccccc1
-1%[76.3 µM]	Cc1ccc(OCc2cc(C(=O)N(C)CCc3ccccn3)no2)cc1C
5%[76.3 µM]	COc1ccc(C(C(=O)NCC2CCCO2)N(C(=O)c2snc(C(N)=O)c2N)c2ccccc2)cc1OC (stereo not drawn)
-17%	O=C(Nc1ccccc1)c1ccc(S(=O)(=O)NCc2cccnc2)cc1
-20%	CCOc1cc(C2C(C(C)=O)=C(C)Nc3ncnn32)ccc1O (stereo not drawn)
-12%[76.3 µM]	CCc1cc(=O)oc2c(C)c(OCC(=O)N3CCC[C@@H]3C(=O)O)ccc12
-1%	COc1ccc(-n2c(=O)[nH]c3cc(C(=O)NCCc4ccc(OC)c(OC)c4)ccc3c2=O)c(OC)c1
11%[76.3 µM]	O=C1OC(N2C(=O)CC[C@H]2C(=O)Nc2cccc(F)c2)c2ccccc21 (stereo partly drawn)
-8%[76.3 µM]	Cc1cccc(/C=N/NC(=O)c2c(-c3ccccc3)noc2C)c1O
1%[76.3 µM]	O=S(=O)(c1cc(Cl)ccc1Cl)N1CCc2ccccc21
17%[76.3 µM]	CSCC[C@H](NC(=O)N1CCn2c1nc1ccccc12)C(=O)N[C@@H](C(=O)O)c1ccccc1
-7%[76.3 µM]	CCOC(=O)CCCn1ccc2cc(S(=O)(=O)N3CCCC3)ccc21
4%[76.3 µM]	COC(=O)c1cc(S(=O)(=O)NCCc2sccc2C)c[nH]1
-8%	CCCCNC(=O)COCc1cc(-c2ccc3c(c2)OCO3)on1
3%[76.3 µM]	CC(C)c1ccc(S(=O)(=O)Nc2ccc(O)c(Sc3ncn[nH]3)c2)cc1
2%[76.3 µM]	COc1cc(CCC(=O)Nc2c(C(=O)N3CCN(c4ccccc4)CC3)oc3ccccc23)on1
0%[76.3 µM]	CCOC(=O)c1cc(S(=O)(=O)N2CCN(C3CCCCC3)CC2)cn1C
1%[76.3 µM]	Cc1ccc(OCC(=O)NNC(=S)NC(=O)C2CC2)c(C)c1
?	Oc1ccc(-c2csc(Nc3ccccn3)n2)cc1O
-3%	O=C(c1cc2cc(Br)ccc2[nH]1)N1CCc2ccccc21
-4%	C[n+]1ccc(/C=C/c2c[nH]c3ccc(F)cc23)cc1
-11%[76.3 µM]	Cc1cc(=O)oc2cc(OCC(=O)NC3CC(C)(C)NC(C)(C)C3)ccc12
-13%[76.3 µM]	COc1ccc(CCNC(=O)CNS(=O)(=O)c2ccc(F)c(Cl)c2)cc1OC
0%[76.3 µM]	Cc1nn(C)c(Cl)c1CN1CCCC(C(=O)Nc2cccc(-n3cccn3)c2)C1 (stereo not drawn)
3%	Cc1cccc(NC(=O)c2ccc(S(=O)(=O)NCc3cccnc3)cc2)c1
-25%[76.3 µM]	Cc1cccc(-c2oc3ccc(-c4ccc5c(c4)OCO5)cc3c2/C=C/c2ccc(N)cc2)c1
1%	CCOC(=O)CN1C(=O)S/C(=C/c2ccc(OCc3ccc(C(=O)O)cc3)cc2)C1=O
-7%[76.3 µM]	CCN(CC)CCCN(Cc1cc2cc3c(cc2[nH]c1=O)OCO3)C(=S)NC
3%[76.3 µM]	Cc1cccc(NC(=O)C2CCN(C(=O)NCc3ccccc3)CC2)c1C
1%[76.3 µM]	CCCN1CCN(C(=O)Cn2nc(C)n3c(cc4sccc43)c2=O)CC1
6%[76.3 µM]	O=C(CSc1nnc(CNC(=O)c2ccco2)o1)Nc1ccc(F)cc1F
-1%	Cc1ccc(S(=O)(=O)NCCN2CCOCC2)c(C)c1
2%	O=C(CN(CC1CCCO1)C(=O)CNS(=O)(=O)c1ccc(Cl)cc1)NC1CCCC1 (stereo not drawn)
11%	CCCSc1nc2sc3c(c2c(=O)n1-c1ccc(OC)cc1)CCN(C)C3
-2%[76.3 µM]	Cn1nccc1C(=O)N1CCCC(N2CCN(c3cccc(C(F)(F)F)c3)CC2)C1 (stereo not drawn)

For convenience, 3 of the compounds above.
GAA glycogen mod	Structure
0%[76.3 µM]	Cc1nn(C)c(Cl)c1CN1CCCC(C(=O)Nc2cccc(-n3cccn3)c2)C1 (stereo not drawn)
3%	Cc1cccc(NC(=O)c2ccc(S(=O)(=O)NCc3cccnc3)cc2)c1
-25%[76.3 µM]	Cc1cccc(-c2oc3ccc(-c4ccc5c(c4)OCO5)cc3c2/C=C/c2ccc(N)cc2)c1

(further entries)
GAA glycogen mod	Structure
0%[76.3 µM]	O=C(N/C(=C/c1ccccc1)C(=O)N1CCCCC1)c1ccco1
10%[76.3 µM]	N#C/C(=C\c1ccc(OCc2ccc(Cl)cc2)cc1)C(=O)Nc1cccc(C(=O)O)c1
5%[76.3 µM]	CCOc1ccc(NC(=O)C2CCCN(S(=O)(=O)c3c(C)noc3C)C2)cc1 (stereo not drawn)
-12%[76.3 µM]	CCN(CC)CCNC(=O)C(=O)Nc1cc2c3c(c1)CCN3C(=O)CC2
0%	O=C(COc1ccc(Cl)cc1Cl)NNC(=O)c1cccnc1
1%[76.3 µM]	Cc1ccc(S(=O)(=O)N2CCC(C(=O)N3CCC3)CC2)cc1
-2%[76.3 µM]	Cc1nc(-c2cccc(NC(=O)c3ccco3)c2)cs1
-1%[76.3 µM]	CC(NC(=O)Nc1ccccc1Cl)c1ccc2c(c1)OCO2 (stereo not drawn)
0%	Cc1cc(C)c(NC(=O)C2CCN(C(=O)c3ccco3)CC2)c(C)c1
-13%[76.3 µM]	O=C(Nc1ccc([N+](=O)[O-])cc1)c1ccccc1
-9%[76.3 µM]	CC(=O)c1ccc(N2CCN(CC(=O)Nc3ccc4c(c3)OCCO4)CC2)cc1
-2%[76.3 µM]	O=C(Cn1cccn1)N1CCCC(N2CCN(c3cccc(C(F)(F)F)c3)CC2)C1 (stereo not drawn)
2%	O=C(Nc1ccc(F)cc1)c1ccc(S(=O)(=O)N2CCCC2)cc1
2%	Cc1ccc(S(=O)(=O)N2CC(O)CC2C(=O)O)cc1 (stereo not drawn)
-16%[76.3 µM]	CCN(c1cccc(C)c1)S(=O)(=O)c1ccc(-c2coc(C)n2)cc1
-10%[76.3 µM]	NS(=O)(=O)c1ccc(CCNS(=O)(=O)c2ccc3c(c2)NC(=O)CO3)cc1
-9%	CN(C(=O)Cc1c(C(=O)O)n(C)c2ccccc12)c1cccc(C(F)(F)F)c1
1%	CC1(c2ccccc2Cl)NC(=O)N(CC(=O)NCc2ccc3c(c2)OCO3)C1=O (stereo not drawn)
-7%	Clc1cc(Br)ccc1NCc1cccnc1
3%[76.3 µM]	CC(C)=CCN1CCN(Cc2coc3ccc(C)cc3c2=O)CC1CCO (stereo not drawn)
4%[76.3 µM]	O=C(/C=C/c1ccc(Cl)c(Cl)c1)NCCCn1ccnc1
-2%	COc1cccc(C(C(=O)NCc2ccccc2)N(C(=O)c2csnn2)C2CC2)c1 (stereo not drawn)
0%[76.3 µM]	CCc1ccc(-c2csc3nc[nH]c(=O)c23)cc1
5%	CCOc1ccccc1N(C)C(=O)c1cn(CC)c(=O)c2cc(OC)c(OC)cc12
0%[76.3 µM]	Cc1ccccc1NC(=O)C1Cc2ccccc2CN1C(=O)c1ccco1 (stereo not drawn)
19%[76.3 µM]	Cc1c(Cl)cccc1NC(=O)Cn1c(CCC(=O)O)ccc1-c1ccc(Cl)cc1
8%[76.3 µM]	Cc1ccc(NC(=S)NC(=O)C2CCCC2)cc1C
0%[76.3 µM]	COc1ccc(S(=O)(=O)N2CCOCC2)cc1C(=O)N1CCCCC1
-1%[76.3 µM]	Cc1cc(S(=O)(=O)NC2CC(C)(C)NC(C)(C)C2)c(Cl)cc1Cl
6%[76.3 µM]	CC(Oc1ccc2c3c(c(=O)oc2c1)CCC3)C(=O)NCC1CCC(C(=O)O)CC1 (stereo not drawn)
3%[76.3 µM]	O=C(CSc1nc2ccc(Nc3nc(N4CCOCC4)nc(N4CCOCC4)n3)cc2s1)Nc1ccccc1F
1%[76.3 µM]	C=CCNC(=O)C1CCN(S(=O)(=O)c2cccs2)CC1
9%[76.3 µM]	COc1ccc(OCC(=O)Nc2ccc3c(c2)n(C)c(=O)n3C)cc1
-10%[76.3 µM]	CC1CCCC(C)N1C(=O)CSc1nccc(=O)[nH]1 (stereo not drawn)
0%	COc1ccc(-n2nc(C(=O)NCC(=O)N3CCN(Cc4ccccc4)CC3)c3ccccc3c2=O)cc1
-1%	COc1ccccc1NC(=O)CC(=O)c1ccccc1
19%[76.3 µM]	CCCC(=O)Nc1cc(C)c(NC(=O)c2ccco2)cn1
2%[76.3 µM]	Cc1cccc(C)c1NC(=O)CSc1nnc(-c2cnccn2)n1C
2%	Cc1cc(C(=O)NCC(c2ccco2)N(C)C)ccc1[N+](=O)[O-] (stereo not drawn)
1%[76.3 µM]	C[C@@H](C(=O)NC1CCCC1)N1C(=O)N2CCc3c([nH]c4ccccc34)[C@@]2(C)C1=O
-1%	Brc1ccccc1/C=N/Nc1nc2ccccc2o1
-9%[76.3 µM]	CC(Sc1nc2c(c(=O)[nH]1)CCCC2)C(=O)Nc1ccc(S(N)(=O)=O)cc1 (stereo not drawn)

From PubChem BioAssay
